# Screening data as filed in PubChem BioAssay.
# Polio RdRp inh = poliovirus RdRp elongation inhibitors, primary screen, biochemical, fluorescence polarization, total intensity | Genome polyprotein (Poliovirus type 1 (strain Mahoney)), P03300 | poliovirus polymerase elongation; stronger effect = lower value | % elongation, % (compound at 16.7 µg/mL) | 0.66% of 150,000 active | AID 588519, 2011; in the data active = % elongation below about 90%; note: some results filed as inactive read as strong as hits
# Target sequence (P03300 1749-2209 limits assumed): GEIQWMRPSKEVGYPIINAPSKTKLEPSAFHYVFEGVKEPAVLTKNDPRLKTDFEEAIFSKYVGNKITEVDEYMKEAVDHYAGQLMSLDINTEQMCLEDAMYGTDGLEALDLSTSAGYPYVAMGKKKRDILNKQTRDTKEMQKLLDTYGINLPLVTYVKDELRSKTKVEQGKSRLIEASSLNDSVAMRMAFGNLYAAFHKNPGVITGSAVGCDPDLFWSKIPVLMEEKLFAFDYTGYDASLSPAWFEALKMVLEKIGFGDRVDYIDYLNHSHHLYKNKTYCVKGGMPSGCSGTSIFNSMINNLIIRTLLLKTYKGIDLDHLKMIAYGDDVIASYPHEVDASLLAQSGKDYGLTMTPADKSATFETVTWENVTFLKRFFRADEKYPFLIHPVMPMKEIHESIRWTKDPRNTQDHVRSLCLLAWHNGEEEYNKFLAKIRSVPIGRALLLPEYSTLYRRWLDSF
# Polio RdRp inh FP z-score = second read-out of Polio RdRp inh, no call of its own (marks repeat the call); z-score; measured here: FP z-score; hits read low
# * = called active by the depositor. An excerpt. The share of hits here may be higher or lower than overall.
compound | Polio RdRp inh | Polio RdRp inh FP z-score
Cc1nc(Oc2ccc(F)cc2Cl)c2oc3ccccc3c2n1 | 108 | 0.3
O=C(NCCc1ccccc1)c1nnc(-c2ccc3c(c2)OCO3)o1 | 100 | -0.8
COc1ccc2nc(NC(=O)c3ccc(S(=O)(=O)N4CCCC(C)C4)cc3)sc2c1 (configuration not stated) | 108 | 0.2
CC(=O)c1ccc(N2CCN(S(=O)(=O)c3cc(-c4noc(C)n4)ccc3C)CC2)cc1 | 98 | -1.3
COc1ccc(C(=O)CCC(=O)Nc2ccc(F)cc2F)cc1 | 107 | 0.5
CCS(=O)(=O)N1CC(=O)N(c2ccc(Cl)cc2)C(C)(C(=O)NC2CCCCC2)C1 (configuration not stated) | 109 | 0.6
Ic1ccc(Nc2nc(Nc3ccccc3)nc(N3CCOCC3)n2)cc1 | 100 | -0.1
O=C(CSc1oc(-c2ccco2)nc1S(=O)(=O)c1ccc(Cl)cc1)Nc1ccc(F)cc1 | 108 | 1
COc1ccccc1C(=O)N1c2ccccc2C(C)(c2ccc(Cl)cc2)CC1(C)C (configuration not stated) | 101 | -0.4
C=CCn1c(-c2cccc(C)c2)nc2ccccc21 | 101 | -0.9
CCOC(=O)/C(C#N)=C\c1ccc(N2CCOCC2)cc1 | 78 | -6.8
COC(=O)c1ccc(N2C(=O)Cc3cc(OC)c(OC)cc3C2c2ccc(F)cc2)cc1 (configuration not stated) | 104 | -0.5
CCn1c(=O)sc2cc(NC(=O)c3cccc(OC)c3)ccc21 | 112 | -0.1
COc1nc(NC(C)(C)C)nc(Oc2ccc(=O)n(C)n2)n1 | 102 | 0.2
CCNC(=O)NC(=O)C(c1ccccc1)n1nc(C(=O)O)c2ccccc2c1=O (configuration not stated) | 105 | -0.7
O=C1NC(=O)C(CCc2ccncc2)(Cc2ccc(Br)s2)C(=O)N1 | 103 | -0.1
Cn1c(SCc2ccoc2C(=O)O)nnc1-c1ccccc1 | 100 | -0.3
COc1ccc(/C=C/C(=O)Nc2cc(C)nc3ccccc23)cc1OC | 102 | 0.2
O=C(Nc1nccs1)C1CCN(C(=O)c2ccc(Cl)cc2)CC1 | 101 | -0.3
CCSc1nnc(NC(=O)CCC(=O)OC2CCC(C)C(C)C2)s1 (configuration not stated) | 105 | 0.8
CCn1c(=O)c2sccc2n2c(CCC(=O)N3CCN(c4ccc(C(C)=O)cc4)CC3)nnc12 | 103 | -0.8
NNC(=O)c1ccc(Oc2cc(Cl)cc(Cl)c2)o1 | 102 | -0.5
Cc1nc2cc(C(=O)O)ccc2n1-c1ccc(F)c(F)c1 | 103 | 0.8
CCOC(=O)c1c(Sc2ccccc2)cnn1C(=O)Nc1cccc(Cl)c1 | 102 | -0.6
COc1cc(C2NC(=O)NC(c3ccc(O)c(OC)c3)C23C(=O)NC(=O)NC3=O)ccc1O (configuration not stated) | 104 | 0.5

# Compound profiles (already shown).
# `CCOC(=O)/C(C#N)=C\c1ccc(N2CCOCC2)cc1` as listed: Polio RdRp inh: 78; Polio RdRp inh FP z-score: -6.8
# `COc1ccccc1C(=O)N1c2ccccc2C(C)(c2ccc(Cl)cc2)CC1(C)C` (configuration not stated) as listed: Polio RdRp inh: 101; Polio RdRp inh FP z-score: -0.4

# Continued.
compound | Polio RdRp inh | Polio RdRp inh FP z-score
Cc1ccc(C2N[C@@H](C(=O)O)C(C)(C)S2)cc1 (some centres not stated) | 101 | 0
Cn1nc(-c2ccc(OCC(=O)N3CCN(Cc4ccccc4)CC3)cc2)c2ccccc2c1=O | 103 | 0.3
CCOc1ccccc1C(=O)N(CC#N)CC#N | 108 | 0.7
c1cncc(-c2nc(NCCN3CCOCC3)c3ccccc3n2)c1 | 94 | -1.1
CC(C)(C)c1nnc(NC(=O)CS(=O)(=O)Cc2ccccc2)s1 | 99 | -0.7
N#CC1CN(CCc2ccccc2)CN(CCc2ccccc2)C1 | 98 | -0.7
O=C1CCCN1C(=O)CSc1nnnn1-c1ccccc1 | 94 | -0.5
O=S1(=O)c2cccc3cccc(c23)N1Cc1nc2ccccc2s1 | 107 | 0.4
COc1ccc(CN(CCC(c2ccccc2)c2ccco2)C(C)=O)cc1 (configuration not stated) | 98 | -0.5
CCCCOc1ccccc1NC(=O)Cn1c(-c2cncs2)nc2ccccc21 | 98 | -1.4
O=C(c1cnn(C(=O)CN2c3cccc4cccc(c34)S2(=O)=O)c1)c1ccccc1O | 103 | -0.1
Cn1cccc1Cc1nnc(SCC(=O)N2CCCc3ccccc32)n1-c1ccc(F)cc1 | 102 | 0.1
Cc1nnsc1-c1onc(C)c1C(=O)O/N=C/c1ccc(Cl)cc1 | 98 | -0.7
O=C(Cc1ccccc1)Nc1ccc(NC(=O)c2cccs2)cc1 | 99 | -0.7
Cc1cc(NS(=O)(=O)c2ccc(F)c(Cl)c2)no1 | 101 | -0.7
N#CC1(Nc2cccc(C(F)(F)F)c2)CCCCCC1 | 99 | -0.6
O=C(Nc1ccc2nc(SCC(=O)N3CCOCC3)sc2c1)c1ccc(Cl)cc1Cl | 99 | -0.2
FC12CC3CC(F)(CC(C1)C3=C(C(F)(F)F)C(F)(F)F)C2 | 105 | 0.3
CNC(=O)/C=C1\NC(C)(C)Cc2c1ccc1ccccc21 | 95 | -2.6
CCOC(=O)C1=CN(C2CCCC2)C=C(C(=O)OCC)C1c1ccccc1C | 102 | 0.4
Cc1ccc(C)c(CSc2cn(CC(=O)N3CCCCCC3)c3ccccc23)c1 | 113 | -0.2
Cn1/c(=N/NC(=O)CCc2ccc(S(=O)(=O)N3CCOCC3)cc2)sc2ccccc21 | 110 | 0.4
O=C1C(C=NCc2cccs2)=C(O)c2ccccc21 | 100 | -0.3
CCOC(=O)C1CCN(C(=O)c2ccccc2N(C)S(C)(=O)=O)CC1 | 101 | 0
CC(=O)N1CCN(C(=O)c2cc(C)oc2C)CC1 | 96 | -1.1

# Going on with the list:
compound | Polio RdRp inh | Polio RdRp inh FP z-score
CC(OC(=O)c1ccc(NS(=O)(=O)c2cccs2)cc1)c1nc2scc(-c3cccs3)c2c(=O)[nH]1 (configuration not stated) | 109 | 0.7
CCn1c(C(=O)NCc2cccc(Br)c2)cc2oc3ccccc3c21 | 107 | -0.9
O=c1oc2cc(O)ccc2cc1-c1ccc(F)cc1 | 102 | 0.7
CCOc1ccccc1CNC(=O)C1CCN(C(=O)N2CC(CC)Oc3ccc(C)cc32)CC1 (configuration not stated) | 109 | 0.5
CN1CCC2=C(C1)C(=O)NC1(CCCCC1)N2 | 102 | 0.4
O=C(O)CCCN1C(=O)c2ccccc2Sc2ncccc21 | 101 | -0.2
CN1CCN(CCNc2nc(-c3ccccc3F)no2)CC1 | 99 | -1.3
CCCCOc1ccc(C(=O)NCC(c2ccc(Cl)cc2)N2CCOCC2)cc1 (configuration not stated) | 107 | 0.4
COc1ccc2c(c1)c1c(c(=O)n(-c3ccc(F)c(Cl)c3)c(=O)n1CC(N)=O)n2C | 108 | 0.2
COC(=O)C(Cc1cc(Cl)ccc1Cl)SC#N (configuration not stated) | 92 | -5.2
OC1=CONN1c1cccc2ncccc12 | 102 | 0
Cc1noc(C)c1CSCC(=O)N1CCSC1=Nc1cccc(Cl)c1C | 102 | 0.1
CC(C)=CCS(=O)(=O)c1ccccc1 | 108 | 0.7
CC1=C(C)[N+](=O)C2(O)CCCCC2(C)N1[O-] (configuration not stated) | 103 | 0.2
CC(C)n1ncc2c(C(=O)Nc3cccc4ncccc34)cc(C3CC3)nc21 | 114 | 1.7
COc1ccc(-n2nnnc2-c2cnc(N)nc2C(F)(F)F)cc1 | 101 | -0.2
O=C(CSc1nc2ccccc2o1)NCC(F)(F)F | 99 | -0.5
COc1ccc(C(CNC(=O)c2oc3cc(C)c(Cl)cc3c2C)N2CCCCC2)cc1 (configuration not stated) | 107 | 0.1
CCCn1c(=O)c2sccc2n2c(CCCC(=O)Nc3ccccc3F)nnc12 | 113 | -0.2
Cc1cccc(C)c1NC(=O)CO/N=C/c1ccccc1O | 100 | -0.4
COC(=O)Cn1ncc(Cl)c(Cl)c1=O | 98 | -0.2
NC(=S)NC1CCCC1 | 103 | 0.1
FC(F)(F)c1cnc(N2CCc3ccccc3C2)c(Cl)c1 | 107 | 0.5
O=C(Oc1ccc(OC(F)(F)F)cc1)C1=Cc2cc(Cl)ccc2OC1 | 106 | 0.1
N#CC1=C(N)SC(N)=C(C#N)C12C(=O)N(CCc1ccccc1)c1ccccc12 | 112 | 0.9

# The results go on:
compound | Polio RdRp inh | Polio RdRp inh FP z-score
CN(C(=O)c1nc(-c2ccc(Cl)cc2)n2c1CCCCC2)C1CCCCC1 | 101 | -0.2
CCCCCc1nc2ccccc2c(=O)n1N | 101 | -0.3
Cc1cc2[nH]c(=O)c(=O)[nH]c2cc1S(=O)(=O)N1CCN(CCOc2ccc(Cl)cc2)CC1 | 101 | -0.6
COC(=O)c1ccc2c(c1)NC(=O)CN2 | 117 | 5.6
Cn1c(=O)c2c(ncn2CC(=O)N(CC(=O)NC2CCCCC2)Cc2ccccc2Cl)n(C)c1=O | 104 | 0.5
Cn1c(=O)n(C)c2cc(Nc3cc(N4CCCC4)ncn3)ccc21 | 98 | -0.7
CC(C)c1cccc(C(C)C)c1NS(C)(=O)=O | 104 | 0.9
O=C(O)CCc1nc2ncccc2c(=O)n1Cc1ccc(F)cc1 | 101 | -1
C=CCN(CC=C)Cc1c(O)ccc2oc(C)c(C(=O)Nc3ccccc3C)c12 | 104 | 0.4
Cc1nc2ncnn2c(C)c1CCC(=O)N(C)CCOc1ccc(Cl)cc1 | 100 | -0.2
CCN(CC)S(=O)(=O)N1CCN(S(=O)(=O)N2CCOCC2)CC1 | 106 | 1.6
Cc1cc(NC(=O)COC(=O)/C=C/c2cccs2)no1 | 105 | 0.7
CCC(=O)N1CCc2cc(S(=O)(=O)Nc3ccc(CC)cc3)ccc21 | 103 | 0.3
CSc1nc2ccccc2n1CN1CCN(CC(=O)Nc2ccccc2Cl)CC1 | 99 | -0.2
COc1ccc2c(C)c(CCC(=O)NCCc3ccc(OC)c(OC)c3)c(=O)oc2c1 | 106 | -0.1
CCCN(CCC)C1Sc2ccc(C(=O)OC)cc2NC1=O (configuration not stated) | 100 | 0
O=C(c1ccccc1)n1nc(-c2ccco2)nc1NCc1ccccc1 | 100 | -0.2
COC(=O)CSc1nc2c(cc1C#N)CCCC2 | 102 | 0.2
CCc1ccc2[nH]c(=O)c(CN(Cc3ccco3)C(=O)c3ccccc3)cc2c1 | 105 | 1.1
CC(C)=C1C(=O)Nc2ccc(S(=O)(=O)N3CCCCC3)cc21 | 101 | 0.2
CCc1ccc(NC2=NC(C(=O)NC3CCCCC3)CC(=O)N2)cc1 (configuration not stated) | 101 | 0
Cc1ccc(Nc2ccc(N3CCN(C(=O)c4ccc([N+](=O)[O-])cc4Cl)CC3)nn2)cc1 | 106 | -0.1
Cc1c(C(=O)Nc2ccc(Br)cc2F)oc2ccc(S(=O)(=O)N3CCCCC3)cc12 | 110 | 0.2
COc1cc2c(c(OC)c1)C(c1ccncc1)CC(=O)N2 (configuration not stated) | 101 | 0.1
Cc1cc(C)c(S(=O)(=O)N(C)CC(=O)Nc2ccc3c(c2)OCO3)c(C)c1 | 100 | -0.8

# (list continues)
structure	Polio RdRp inh	Polio RdRp inh FP z-score
C#CCn1c(=NC(=O)c2cccs2)sc2ccccc21	101	-0.2
CCN1C=CC2=C(C#N)C(N)C(C#N)(C#N)C(c3cccs3)C2C1 (configuration not stated)	70	-9.7
Cc1ccc2nc(COC(=O)Cc3ccsc3)cc(=O)n2c1	96	-1.2
CCCn1c(SC(C)C(=O)O)nc2ccccc21 (configuration not stated)	99	-0.6
C[C@@]1(OC(=O)/C=C\c2ccccc2)C[C@H](O)[C@@]2(O)C=CO[C@H](OC3OC(CO)C(O)C(O)C3O)C12 (some centres not stated)	101	0.8
CCC(Cc1ccccc1)NC(=O)c1cccc(Nc2nc3ccccc3nc2-n2nc(C)cc2C)c1 (configuration not stated)	107	0.7
O=C(CN1CCCN(Cc2ccccc2)S1(=O)=O)N1CCCCCC1	100	-1
CC(c1ccccc1)n1c(C2CC2)nc2ccccc21 (configuration not stated)	102	0.1
Oc1c(C=NCc2ccccc2)sc2ccccc12	105	0.7
CC(=O)Nc1ccc(C(=O)CSc2nnc3cc(C)c4ccccc4n23)cc1	114	1.7
CC(NC(=O)Cn1cccc1C(=O)c1ccccc1)C12CC3CC(CC(C3)C1)C2 (configuration not stated)	104	0.7
COc1ccc(NC(=O)c2c(C)oc3ccc(O)c(CN4CCN(Cc5ccccc5)CC4)c23)cc1Cl	102	-1.2
Cc1csc(NC2c3ccccc3C(=O)N2Cc2ccccc2)n1 (configuration not stated)	103	0.3
Cc1ccc(N2C(=O)CCC(C(=O)OCc3nnc(-c4ccccc4)o3)C2c2cccs2)cc1 (configuration not stated)	97	-0.4
O=S(=O)(c1ccc(F)c(F)c1F)N1CCN(C(=S)NC2CC3CCC2C3)CC1 (configuration not stated)	101	-0.2
Cc1ccc(NC(=O)c2cc(CN3CCOCC3)on2)cc1Cl	102	-0.9
NCCCOCc1ccco1	105	0.6
COc1ccc(OC)c(CCNC(=O)Cn2ncc3c(=O)oc4ccc(C)cc4c32)c1	103	0.5
CCc1nn2c(=O)cc(COC(=O)c3ccccc3NC(=O)COc3ccccc3C)nc2s1	104	-0.6
Cc1cccc(-n2ncc3c(Nc4ccc(-c5ccccc5)cc4)ncnc32)c1	103	0.4
CC1=C(c2ccc(C)cc2)S(=O)(=O)NC1=NC1CCN(Cc2ccccc2)CC1	102	-0.2
Cc1ccc(CN2CCN(C3CCN(S(=O)(=O)c4ccc(C)cc4)CC3)C(=O)C2=O)cc1	109	0.5

# Reformatted: 3 of the compounds above.
> Cc1ccc2nc(COC(=O)Cc3ccsc3)cc(=O)n2c1
- Polio RdRp inh = 96
- Polio RdRp inh FP z-score = -1.2
> CCCn1c(SC(C)C(=O)O)nc2ccccc21 (configuration not stated)
- Polio RdRp inh = 99
- Polio RdRp inh FP z-score = -0.6
> C[C@@]1(OC(=O)/C=C\c2ccccc2)C[C@H](O)[C@@]2(O)C=CO[C@H](OC3OC(CO)C(O)C(O)C3O)C12 (some centres not stated)
- Polio RdRp inh = 101
- Polio RdRp inh FP z-score = 0.8
